# Screening results from PubChem BioAssay.
# Rin1-Abl PPI inh – inhibitors of Rin1-Abl protein binding, primary screen, biochemical, TR-FRET; 360,000 tested, 0.4% active; Tyrosine-protein kinase ABL1 (Homo sapiens) + Ras and Rab interactor 1 (Homo sapiens), …; AID 588664, 2011; inhibition, % at 7.35 µM; in the data active = inhibition above about 5%, passing the limit was not always enough
# Neddyl block – inhibitors of cullin neddylation, primary screen, biochemical, TR-FRET, uHTS, NAE and Ubc12; 360,000 tested, 0.58% active; NEDD8-conjugating enzyme Ubc12 (Homo sapiens) + NEDD8-activating enzyme E1 regulatory …; calls only at 25 µM; in the data active = inhibition above about 36%
# Target sequence (P61081 whole entry, looked up): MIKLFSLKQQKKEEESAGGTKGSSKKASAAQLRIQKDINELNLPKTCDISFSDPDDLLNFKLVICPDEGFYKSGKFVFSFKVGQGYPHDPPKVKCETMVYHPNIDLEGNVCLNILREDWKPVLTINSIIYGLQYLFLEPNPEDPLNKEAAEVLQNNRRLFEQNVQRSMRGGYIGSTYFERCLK
# Target sequence (Q13564 whole entry, looked up): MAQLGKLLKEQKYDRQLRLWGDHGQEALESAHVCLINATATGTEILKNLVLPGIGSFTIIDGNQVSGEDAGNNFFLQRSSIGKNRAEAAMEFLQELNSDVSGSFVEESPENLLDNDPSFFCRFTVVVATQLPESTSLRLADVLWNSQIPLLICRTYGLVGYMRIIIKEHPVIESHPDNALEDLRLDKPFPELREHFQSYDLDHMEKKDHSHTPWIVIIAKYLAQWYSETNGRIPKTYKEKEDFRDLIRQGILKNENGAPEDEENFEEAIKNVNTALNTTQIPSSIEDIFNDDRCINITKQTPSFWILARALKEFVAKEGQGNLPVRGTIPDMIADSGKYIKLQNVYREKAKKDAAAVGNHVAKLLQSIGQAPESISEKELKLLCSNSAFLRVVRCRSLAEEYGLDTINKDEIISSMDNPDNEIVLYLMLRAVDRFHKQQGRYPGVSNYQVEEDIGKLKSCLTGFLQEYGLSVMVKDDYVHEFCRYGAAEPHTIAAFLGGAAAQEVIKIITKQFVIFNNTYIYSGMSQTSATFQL
# eLon inh – inhibitors of E. coli Lon protease, primary screen, biochemical, fluorescence polarization | P0A9M0 | 360,000 tested, 0.42% active | purified E. coli Lon protease | AID 602123, 2011 | inhibition, % at 7.94 µM; in the data active = inhibition above about 13%, passing the limit was not always enough;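 note: 0% = enzyme with probe and DMSO and 100% = no enzyme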
# CendR NRP1 mod – modulators of CendR peptide binding to NRP-1, primary screen, biochemical, fluorescence polarization, uHTS | inhibition, % at 25 µM | AID 602438, 2012 | Neuropilin-1 (Homo sapiens), O14786 | FAM-RPARPAR peptide binding to NRP-1 | 360,000 tested, 0.85% active;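 active = inhibition or corrected inhibition above about 18%, plus a signal ratio from 0.5 to 1.5, limit read from the data, passing the limit was not always enough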; note: strong numbers were not always called active
# FAS-TE inh – FAS thioesterase domain inhibitors, primary screen, biochemical, fluorescence intensity, uHTS; recombinant FAS-TE, OMFH fluorogenic substrate, fluorescence endpoint; inhibition, % at 15 µM; 360,000 tested, 0.67% active; AID 602261, 2012;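 active = compounds whose normalised, plate-corrected inhibition of enzyme fluorescence in the single-dose primary screen is 50% or more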;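 note: 0% = DMSO with enzyme and 100% = substrate without enzyme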
# SKN-1 block – suppressors of acrylamide-induced Pgst-4::GFP reporter in worms, primary screen, SKN-1 inhibitor project, whole organism, uHTS, GFP/RFP fluorescence ratio, strain VP596 | C. elegans VP596 Pgst-4::GFP/RFP ratio, 24 h | 360,000 tested, 0.49% active | inhibition, % at 21.8 µM | AID 624304, 2012;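 active = interference check ratio from 0.5 to 1.5 plus GFP to RFP signal ratio inhibition reaching or exceeding a fixed threshold, cut at about 30% in these data, passing the limit was not always enough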; note: some compounds called inactive have numbers as strong as hits
# MsrA inhibitor – bovine MsrA enzyme inhibitors, primary screen, biochemical, absorbance, HTS | AID 651718, 2012 | inhibition, % at 15.5 µM | Methionine sulfoxide reductase A (Bos taurus) | 360,000 tested, 0.75% active | purified bovine MsrA, absorbance read-out; in the data active = inhibition above about 4.5%;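 note: 0% = vehicle wells with enzyme and 100% = reference inhibitor wells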
# bovine MsrA act – bovine MsrA enzyme activators, primary screen, biochemical, absorbance, HTS; purified bovine MsrA, absorbance read-out; Methionine sulfoxide reductase A (Bos taurus); 360,000 tested, 0.3% active; AID 602163, 2012; activation, % at 10.6 µM; in the data active = activation above about 7.5%;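 note: 0% = vehicle and 100% = reference activator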
# MT1-MMP act inh – blockers of MT1-MMP proenzyme processing, primary screen, HT1080 RFP-PRO-GFP cells, GFP/RFP fluorescence | Matrix metalloproteinase-14 (Homo sapiens), P50281 | GFP/RFP ratio fluorescence, overnight; percent of plate control window, DMSO zero | GFP/RFP ratio change, % at 20 µM | 360,000 tested, 0.061% active;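 active = GFP/RFP ratio change of at least 30% with cell ATP level not reduced by more than half and red fluorescence within 50% of control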; note: strong numbers were not always called active
#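 Assay system: HT1080 RFP-PRO-GFP cells. Benchmarks: DMSO vehicle wells and RFP-L50D-GFP reporter cell wells. Times: overnight cell settling, then overnight compound exposure, 37 °C, 5% CO2. Compound: 20 µM single dose, 1% DMSO. Read-out basis: GFP/RFP fluorescence ratio.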
# Active calls of the source: *; i = inactive; nt = no result given; + = active, no number.
SMILES,Rin1-Abl PPI inh,Neddyl block,eLon inh,CendR NRP1 mod,FAS-TE inh,SKN-1 block,MsrA inhibitor,bovine MsrA act,MT1-MMP act inh
Cc1cc(=O)oc2ccc(OC(=O)CC(C)C)cc12,0,i,0,5,-1,5,3.2,-4,4
O=S(=O)(Cc1ccc(Cl)cc1)NCc1ccc2c(c1)OCO2,0,i,-4,6,5,-1,-1.3,-2,-1
Cc1cc(C)c(S(=O)(=O)N2CCCCCC2)cc1Br,4,i,-8,-5,24,0,0.1,-3,-4
O=C(CCl)Nc1cccc(Oc2ccccc2)c1,-2,i,-20,-12,12,-5,0.2,-2,-5
COc1ccc(NC(=S)NCc2cccn2C)cc1,0,i,-3,-6,-7,-6,-0.2,-8,-1
CCOc1ccccc1C(=O)NCC(=O)OCC(=O)NCCc1ccc(S(N)(=O)=O)cc1,0,i,-3,3,-8,16,-0.7,-10,-3
COC(=O)c1ccc(C(c2c(N)n(CC(C)C)c(=O)[nH]c2=O)N2CCN(c3ccccc3)CC2)cc1 (configuration not stated),-2,i,2,16,6,1,0.2,-2,2
CC1(C)CC2CC(C)(CN2C(=O)c2cccs2)C1 (configuration not stated),-1,i,2,9,-1,-3,0.4,0,-6
CC(C)OC(=O)C1C(=O)CC(C)(O)C(C(=O)OC(C)C)C1c1cccnc1 (configuration not stated),1,i,3,-1,-6,-2,-0.6,-1,4
COc1ccc(C(=O)c2ccc(Cl)cc2)c(OC)c1OC,0,i,9,2,3,-2,0.5,-1,2
S=c1[nH]nc(COc2ccccc2)n1/N=C/c1ccco1,1,i,-7,6,-4,-10,-0.1,-2,0
C/C(CC(=O)Nc1ccccc1C#N)=N\NC(=O)c1ccncc1,3,i,-7,7,-2,5,0.8,-12,0
CCN1C(=O)/C(=C/C2=Cc3ccccc3OC2C)SC1=S (configuration not stated),-7,i,-66,-170,-4,11,-0.8,-3,-53
CCCCn1nnnc1SCC(=O)NNC(=O)c1ccco1,3,i,1,2,-6,3,-0.6,-10,-1
CC1Sc2ccc(S(=O)(=O)NCc3ccccc3)cc2NC1=O (configuration not stated),3,i,-4,-2,-1,2,-0.9,-8,-2
CCOC(=O)CSc1nnc(CCCCCN2C(=O)c3cccc4cccc(c34)C2=O)o1,0,i,-3,3,34,-1,0.8,-4,-1
CCOC(=O)N1CCN(C(=O)c2sc3nc(-c4ccc(F)cc4)cn3c2C)CC1,-3,i,-6,-6,-5,20,-0.5,-2,1
O=C(CCCN1C(=O)/C(=C/c2cccs2)SC1=S)NNC(=O)c1ccc(F)cc1,-2,i,-2,-8,-5,3,0.2,-3,3
COc1cccc(-n2c(SCC(=O)NCCc3ccccc3)nnc2-c2ccoc2C)c1,-1,i,-6,-1,47,7,1.2,-1,-4
CC1CN(CC(=O)NC(C)c2ccccc2)CC(C)O1 (configuration not stated),-4,i,-10,-5,-10,12,1.4,-7,0
Cc1ccnc(N2CCC(C(=O)NNC(=O)COc3cccc4ccccc34)CC2)n1,1,i,7,-9,-10,9,-0.6,-4,-1
CC1CCCN(C(=O)Cc2cccc3ccccc23)C1 (configuration not stated),-4,i,2,12,-3,18,0.9,-3,-3
Cc1ccc2ccc(C#N)cc2c1O,-10,+,8,-8,-1,12,2.1,-1,-7
CCOc1ccc(N(CC)C(=O)COc2cc(=O)n(CC)c3ccccc23)cc1,3,i,-9,-15,4,-2,0.0,-6,4
COc1ccc(NC(=O)Cn2nnc(C(=O)NCc3ccc4c(c3)OCO4)c2N)c(OC)c1,4,i,-9,-4,-4,-10,2.2,-4,1

# Laid out differently: entries from further up
> CCN1C(=O)/C(=C/C2=Cc3ccccc3OC2C)SC1=S (configuration not stated)
  Rin1-Abl PPI inh: -7
  Neddyl block: i
  eLon inh: -66
  CendR NRP1 mod: -170
  FAS-TE inh: -4
  SKN-1 block: 11
  MsrA inhibitor: -0.8
  bovine MsrA act: -3
  MT1-MMP act inh: -53
> CC(C)OC(=O)C1C(=O)CC(C)(O)C(C(=O)OC(C)C)C1c1cccnc1 (configuration not stated)
  Rin1-Abl PPI inh: 1
  Neddyl block: i
  eLon inh: 3
  CendR NRP1 mod: -1
  FAS-TE inh: -6
  SKN-1 block: -2
  MsrA inhibitor: -0.6
  bovine MsrA act: -1
  MT1-MMP act inh: 4
> Cc1ccc2ccc(C#N)cc2c1O
  Rin1-Abl PPI inh: -10
  Neddyl block: +
  eLon inh: 8
  CendR NRP1 mod: -8
  FAS-TE inh: -1
  SKN-1 block: 12
  MsrA inhibitor: 2.1
  bovine MsrA act: -1
  MT1-MMP act inh: -7

# The listing picks up; the six compounds before the break are reprinted first.
SMILES,Rin1-Abl PPI inh,Neddyl block,eLon inh,CendR NRP1 mod,FAS-TE inh,SKN-1 block,MsrA inhibitor,bovine MsrA act,MT1-MMP act inh
CC1CN(CC(=O)NC(C)c2ccccc2)CC(C)O1 (configuration not stated),-4,i,-10,-5,-10,12,1.4,-7,0
Cc1ccnc(N2CCC(C(=O)NNC(=O)COc3cccc4ccccc34)CC2)n1,1,i,7,-9,-10,9,-0.6,-4,-1
CC1CCCN(C(=O)Cc2cccc3ccccc23)C1 (configuration not stated),-4,i,2,12,-3,18,0.9,-3,-3
Cc1ccc2ccc(C#N)cc2c1O,-10,+,8,-8,-1,12,2.1,-1,-7
CCOc1ccc(N(CC)C(=O)COc2cc(=O)n(CC)c3ccccc23)cc1,3,i,-9,-15,4,-2,0.0,-6,4
COc1ccc(NC(=O)Cn2nnc(C(=O)NCc3ccc4c(c3)OCO4)c2N)c(OC)c1,4,i,-9,-4,-4,-10,2.2,-4,1
Cc1ccc(-c2nc(SC(C)C(=O)c3c(N)n(C)c(=O)n(C)c3=O)n[nH]2)cc1 (configuration not stated),-1,i,0,-6,-1,12,0.2,-2,1
Cc1onc(-c2ccccc2)c1C(=O)Nc1ccc(S(=O)(=O)Nc2nccs2)cc1,0,i,0,19,-4,9,0.9,-3,1
COc1ccccc1-n1c(=O)[nH]c2c(C(N)=O)nc(-c3cccnc3)nc21,1,i,-6,4,-5,-6,1.0,-7,-1
Cc1cc(C)c(C)c(S(=O)(=O)N2CCNC(=O)C2)c1C,0,i,-9,-6,-9,-1,0.7,-13,-1
COc1cccc(NC(=O)n2ncc3c(C)cccc32)c1,-1,i,8,6,18,9,0.8,0,1
COc1ccccc1N1CCN(C(=O)CCS(=O)(=O)c2ccc3c(c2)NC(=O)C(C)S3)CC1 (configuration not stated),-1,i,-3,10,-1,1,0.6,-3,-3
CCN(CC(=O)Nc1ccc(NC(C)=O)cc1)S(=O)(=O)/C=C/c1ccccc1,1,i,0,0,-5,0,1.3,-3,-2
COc1cccc(C=O)c1OCCCOc1cccc2cccnc12,-5,i,4,-5,-1,4,0.7,-2,3
O=C(Nc1ccc(Br)cc1)c1cc2ccccn2n1,1,i,9,6,2,11,-0.5,-5,-7
COCc1c(Br)c(C)nc(OCC(=O)N/N=C/c2ccco2)c1C#N,1,i,5,4,2,-4,2.8,-10,4
O=C(Nc1ccc(Cl)cc1)c1cncs1,-1,i,-7,8,-4,-15,0.0,-4,0
O=C(Cn1cnc2c(nnn2Cc2ccc(F)cc2)c1=O)NCc1ccc(F)cc1,-3,i,1,-1,-2,6,-0.1,-3,5
Cc1cc(OCC(=O)NNC(=S)NC(=O)c2ccc(Br)o2)ccc1Cl,-1,i,-7,5,4,10,2.2,6,3
COc1ccccc1-c1nc(S(=O)(=O)c2ccc(Cl)cc2)c(N(C)C)o1,-1,i,-1,3,-10,-1,-0.3,-2,1
NC(=O)c1ccsc1NC(=O)COC(=O)C1CC2CCCC(C1)C2=O (configuration not stated),0,i,-6,-11,-3,4,0.8,-3,3
CCOC(=O)c1c(NC(=O)C2CC(Cl)=CCC2C(=O)O)sc2c1CCCCC2 (configuration not stated),-1,i,-1,-12,12,9,nt,-4,2
Cc1csc(/N=C/N(C)C)c1C#N,-3,i,8,-5,-5,-5,4.0,-5,-1
Cc1ccc(-c2nn(-c3ccc(F)cc3)cc2C(=O)NC2CCC(O)CC2)cc1 (configuration not stated),-1,i,0,1,-5,25,-1.6,-3,1
CCOC(=O)C1=CCC2C(=O)N(C)C(=O)C12 (configuration not stated),5,i,3,-4,-13,8,0.3,-3,1
Cc1nc(C(C)NC(=O)CCc2nnc(-c3ccsc3)o2)cs1 (configuration not stated),-3,i,-3,-3,-4,6,1.5,-6,-4
CCOC(=O)C(CC)/C(C)=N\NC(=O)c1cccc(C)c1 (configuration not stated),1,i,-14,-4,-5,1,1.1,-5,-1
O=C(COC(=O)c1cc(=O)[nH]c2ccccc12)Nc1ccc(F)cc1,3,i,0,-10,-2,8,-0.4,-4,2
Cc1ccc(Oc2ncccc2CO)cc1,2,i,0,0,-4,2,-1.0,-13,0
Cn1c(S(=O)(=O)O)nc2ccccc21,-5,i,3,1,-6,6,-0.1,-3,-2
Cc1ccc(C(=O)N2[C@@H]3CN(C)C(=O)[C@@]2(C)[C@H]2C(=O)N(Cc4ccccc4)C(=O)[C@@H]32)cc1,1,i,-3,10,-5,21,0.0,1,4

# The closing two entries of the section before lead into the next.
SMILES,Rin1-Abl PPI inh,Neddyl block,eLon inh,CendR NRP1 mod,FAS-TE inh,SKN-1 block,MsrA inhibitor,bovine MsrA act,MT1-MMP act inh
Cn1c(S(=O)(=O)O)nc2ccccc21,-5,i,3,1,-6,6,-0.1,-3,-2
Cc1ccc(C(=O)N2[C@@H]3CN(C)C(=O)[C@@]2(C)[C@H]2C(=O)N(Cc4ccccc4)C(=O)[C@@H]32)cc1,1,i,-3,10,-5,21,0.0,1,4
CCOC(=O)c1c(NC(=O)COC(=O)CCOc2ccc(C)cc2)sc(C(=O)N(C)C)c1C,2,i,-22,8,4,4,-1.0,-1,-2
C[C@H](O)[C@@H]1C(=O)N2CCc3c([nH]c4ccccc34)[C@@H]2C[C@@H]1N(C)C(=O)c1cc(Cl)cc(Cl)c1,2,i,-4,-8,-1,6,-1.3,1,-1
Cc1ccc(S(=O)(=O)CC(=O)Nc2ccc(S(=O)(=O)Nc3ccccn3)cc2)cc1,-1,i,6,-9,-5,-6,0.1,-3,-1
Cc1noc(C)c1COc1ccc(C(=O)Nc2ccccn2)cc1,-6,i,-8,12,-2,2,-0.3,-3,4
S=c1sc2c(Cl)ncnc2n1-c1ccccc1,1,i,-2,6,17,3,3.8,-3,-3
CN(C(=O)c1ccccc1-c1ncc[nH]1)C1CCCN(Cc2ccccc2F)C1 (configuration not stated),-3,i,-6,16,-6,3,-0.8,-2,-1
CCc1nc(SCc2ccc(C(=O)OC)o2)n[nH]1,2,i,-2,13,-4,8,-1.1,-6,0
CSc1nnc(C(C)(C)C)c(=O)n1/N=C/c1ccc(Cl)cc1,-2,i,2,13,1,-14,0.0,-6,2
CCOC(=O)C1(CC2CC2)CCN(C(=O)c2ocnc2C)CC1,-1,i,-13,18,-9,2,-1.5,0,2
